GPR7 antagonist = GPR7 receptor antagonists, primary screen, cell-based, fluorescence, single concentration; GPR7-expressing cells, fluorescence antagonist assay; 1.1% of 290,000 active; inhibition, % at 4.4 µM; in the data active = inhibition above about 16%, passing the limit was not always enough;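 also: cells stimulated with the agonist NPW; 0% = agonist with vehicle and 100% = vehicle without agonist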
NALP1 inh = NALP1 inflammasome inhibitors in reconstituted yeast, colorimetric, S. cerevisiae, triplicate retest; S. cerevisiae NALP1/ASC/caspase-1 growth, X-gal OD620, 72 h; inhibition, % at 10 µM; 0.61% of 280,000 active; AID 2071, 2009; in the data active = inhibition mostly above about 24%, no sharp cut-off; inactive = mostly below about 32%; also: some compounds called inactive have numbers as strong as hits
MEKK2 mut-MEK5 = MEK5 binding signal on mutant MEKK2 PB1, primary screen, biochemical, multiplex bead flow cytometry, Alexa488-MEK5 | percent response, % at 10 µM | AID 1530, 2009 | 0.35% of 290,000 active | Alexa488-MEK5 binding to MEKK2 mutant; in the data active = percent response above about 24%, passing the limit was not always enough; also: inactives centre near 1; some results filed as inactive read as strong as hits
GalR3 antag = GalR3 antagonists in HEK293 cells, primary screen, cell-based, fluorescence readout; Galanin receptor type 3 (Homo sapiens), O60755; HEK293 GalR3-CNG cAMP membrane potential fluorescence; galR3 body fused to GalR1 C-terminus; inhibition, % at 3 µM; 0.44% of 360,000 active; AID 651719, 2012;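 active = inhibition above the screen-wide average plus 3 SD, cut at about 13% in these data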;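 also: forskolin and galanin both at EC90 stimulate the cells; cAMP rise reported by CNG channel membrane potential dye signal; 0% = forskolin plus galanin with DMSO and 100% = forskolin alone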
Target sequence (O60755 1-299 limits assumed): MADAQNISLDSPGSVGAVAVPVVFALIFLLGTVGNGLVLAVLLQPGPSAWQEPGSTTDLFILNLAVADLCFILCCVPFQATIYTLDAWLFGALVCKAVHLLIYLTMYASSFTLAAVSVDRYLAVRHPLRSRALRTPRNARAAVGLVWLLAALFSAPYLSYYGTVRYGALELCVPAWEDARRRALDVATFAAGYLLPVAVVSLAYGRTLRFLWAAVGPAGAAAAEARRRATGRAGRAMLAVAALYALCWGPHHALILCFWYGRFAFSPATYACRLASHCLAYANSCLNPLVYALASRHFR
PfM18AAP inh = PfM18AAP inhibitors, malaria aminopeptidase, primary screen, biochemical, QFRET, recombinant enzyme. M18 aspartyl aminopeptidase (Plasmodium falciparum 3D7). H-Glu-NHMec fluorogenic cleavage. inhibition, % at 7.35 µM. 1.2% of 290,000 active. AID 1822, 2009;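 active = inhibition above the campaign mean inhibition over all tested compounds plus 3 SD, cut at about 28% in these data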;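 also: 0% = plate median of test compound wells and 100% = 2 mM ZnCl2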
MEKK2wt PB1 HTS = modulators of MEK5 binding to wildtype MEKK2, primary screen, biochemical, multiplex bead flow cytometry, Alexa488-MEK5; 1.1% of 290,000 active; Mitogen-activated protein kinase kinase kinase 2 (Homo sapiens), Q9Y2U5; Alexa488-MEK5 binding to MEKK2 WT; actives lie on both sides; binding response (% of control), % at 10 µM; in the data active = binding response below about 67% or above about 130%
OXTR agonist = human OXTR agonists, primary screen, fluorescence, CHO-OTR cells, Fluo-8 calcium; 0.32% of 320,000 active; activation, % at 3 µM; Fluo-8 calcium fluorescence; normalized: DMSO 0%, oxytocin 100%; Oxytocin receptor (Homo sapiens), P30559;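 active = activation above the mean of all tested compounds plus 3 SD, cutoff set per screening run, cut at about 20% in these data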;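 also: peak over basal fluorescence ratio from a 100 s FLIPR kinetic read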
Target sequence (P30559 whole entry, looked up): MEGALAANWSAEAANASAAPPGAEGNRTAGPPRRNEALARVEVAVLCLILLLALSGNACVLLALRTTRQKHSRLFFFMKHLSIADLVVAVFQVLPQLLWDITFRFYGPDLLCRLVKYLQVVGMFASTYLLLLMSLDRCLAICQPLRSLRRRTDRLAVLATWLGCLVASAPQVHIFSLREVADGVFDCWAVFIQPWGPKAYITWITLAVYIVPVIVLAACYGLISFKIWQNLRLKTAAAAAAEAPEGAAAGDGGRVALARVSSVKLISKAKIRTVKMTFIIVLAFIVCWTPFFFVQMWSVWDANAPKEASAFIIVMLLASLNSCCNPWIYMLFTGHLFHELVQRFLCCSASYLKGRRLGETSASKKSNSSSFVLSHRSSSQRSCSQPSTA
OXTR potentiate = human OXTR potentiators, primary screen, fluorescence, CHO-OTR cells, Fluo-8 calcium; Oxytocin receptor (Homo sapiens), P30559; Fluo-8 calcium fluorescence, potentiator mode; 0% = oxytocin EC15, 100% = EC100; activation, % at 3 µM; 0.061% of 320,000 active;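 active = activation above that plate's cutoff, the mean activation of tested compounds plus 3 SD, cut at about 6.6% in these data, passing the limit was not always enough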;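 also: 100% uses oxytocin at 75 nM as the full agonist control; some results filed as inactive read as strong as hits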
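Dosing: Single dose, 3.0 µM nominal final compound concentration | Material: Human OTR in CHO cells | Technique: Kinetic Fluo-8 calcium fluorescence | Benchmarks: EC15 oxytocin alone as 0%, 75 nM oxytocin as 100% | Probe or stimulus: Oxytocin at about EC15, sub-maximal agonist stimulus | Incubation: Compound 6 min at room temperature before oxytocin, 100 s read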
V1aR counter = agonists of human V1a receptor, primary screen, counter-screen for OXTR agonist project, fluorescence, CHO-V1R cells | Fluo-8 calcium fluorescence, agonist mode; 0% DMSO, 100% 3 nM vasopressin | activation, % at 3 µM | AID 2797, 2010 | 0.25% of 320,000 active | Vasopressin V1a receptor (Homo sapiens), P37288;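 active = activation above the mean activation of all tested compounds plus 3 SD, per screening run, cut at about 20% in these data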;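 also: signal is peak over basal fluorescence ratio across a 100 second FLIPR read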
Target sequence (P37288 whole entry, looked up): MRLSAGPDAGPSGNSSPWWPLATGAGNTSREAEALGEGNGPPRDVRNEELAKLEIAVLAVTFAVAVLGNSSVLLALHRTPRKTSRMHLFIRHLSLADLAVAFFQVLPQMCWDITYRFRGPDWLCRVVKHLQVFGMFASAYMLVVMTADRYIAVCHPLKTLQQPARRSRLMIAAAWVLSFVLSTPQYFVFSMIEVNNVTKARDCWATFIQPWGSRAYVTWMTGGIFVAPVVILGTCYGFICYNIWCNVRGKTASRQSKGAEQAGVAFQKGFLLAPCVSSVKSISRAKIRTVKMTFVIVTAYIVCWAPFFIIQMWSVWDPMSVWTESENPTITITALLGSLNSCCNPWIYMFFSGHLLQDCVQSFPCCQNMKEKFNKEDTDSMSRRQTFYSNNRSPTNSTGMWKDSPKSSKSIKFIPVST
* = called active by the depositor; . = not tested or not shown; & = joins results of further samples.

nr	compound	V1aR counter	MEKK2 mut-MEK5	OXTR agonist	OXTR potentiate	PfM18AAP inh	GalR3 antag	MEKK2wt PB1 HTS	NALP1 inh	GPR7 antagonist
1	COc1cc(/C=N\n2cnnc2)ccc1OCC(=O)Nc1ccc(C)cc1	1.1	3	0.4	-10	8	1	108	9	13
2	O=C(C1CC1)N1CCc2sccc2C1c1ccc(Cl)cc1 (configuration not stated)	-1.0	-1	-3.3	3	-6	-4	97	-11	2
3	COc1ccc(C2(c3ccc(OC)cc3)NC(=O)N(CC(=O)N(C)C3CCC(C)CC3)C2=O)cc1 (configuration not stated)	1.4	.	4.5	-1	.	-6	.	.	.
4	O=C(Nc1nnc(CCc2ccccc2)s1)c1ccccc1F	1.6	1	-0.1	-12	0	4	102	-11	-2
5	O=C(c1ccnc(Cl)c1)N1CCCC(N2CCN(c3ccccc3F)CC2)C1 (configuration not stated)	1.6	-5	-0.1	-7	0	1	100	23	-1
6	O=C(c1cc(-c2ccc(O)cc2)on1)N1CCN(c2ccccc2)CC1	4.1	-2	1.3	-11	5	-11	102	16	8
7	Cc1c(Cl)cccc1NC(=S)NNc1ncc(C(F)(F)F)cc1Cl	16	0	29*	-12	14	-7	101	-55	5
8	O=C(CCC(=O)OC(C(=O)c1ccccc1)c1ccccc1)Nc1ccccc1 (configuration not stated)	0.3	4	0.6	1	3	-2	100	-10	1
9	O=C(Nc1ccccn1)c1cc2ccccc2cc1O	5.0	0	5.9	-11	-2	.	105	10	-4
10	CCOc1ccc(NS(=O)(=O)c2ccc(C(=O)NCC(c3ccco3)N(C)C)cc2)cc1 (configuration not stated)	23*	.	26*	-17	.	-1	.	.	.
11	Cc1ccc(S(=O)(=O)c2cc3ccccc3oc2=Nc2ccc3c(c2)OCO3)cc1	0.1	1	-0.2	-10	-2	0	95	18	-10
12	CCN(CC(=O)Nc1ccccc1OC)C(=O)c1ccccc1Sc1ccccc1C#N	6.4	.	0.2	-4	.	-4	.	.	.
13	COCCNC(=O)c1ccc(NS(=O)(=O)c2ccc3[nH]c(=O)[nH]c3c2)cc1	0.9	2	-0.6	-10	-3	2	104	5	4
14	O=C(NCC(c1ccco1)N1CCc2ccccc2C1)c1ccc(Cl)c([N+](=O)[O-])c1 (configuration not stated)	0.0	.	-1.2	-14	.	-2	.	.	.
15	O=C1NN(c2ccccc2)C(=O)/C1=C/c1coc2ccccc2c1=O	0.5	-1	0.7	-6	2	-9	96	20	8
16	Cn1ccnc1C(O)c1ccc(OCc2ccccc2)cc1 (configuration not stated)	0.3	2	0.7	0	4	0	106	1	-4
17	CCCOC(=O)CCCC[C@H]1SC[C@@H](NC(=O)OC)[C@H]1NC(=O)OC	-1.0	4	0.1	-5	-2	14*	110	-12	-3
18	CCOC(=O)c1cnc(SC)nc1Sc1ccc(Cl)cc1Cl	0.3	-4	-0.4	-8	3	-4	99	-2	0
19	COc1ccccc1NC(=O)c1cc(C(=O)O)ccc1C(=O)O	0.6	0	0.0	-14	8	-7	99	18	1
20	Cc1nc(-c2c(-c3ccc(O)cc3O)noc2C(F)(F)F)cs1	3.5	1	2.6	-25	8	-5	102	-17	-10
21	O=C(C[n+]1cn(C(F)F)c2ccccc21)c1ccc(OC(F)F)cc1	-0.5	-3	0.1	-6	2	0	83	-9	-10
22	C=CC12C=CC=CN1C(C(=O)OC)=C(C(=O)OC)C(C(=O)OC)=C2C(=O)OC (configuration not stated)	-0.5	-1	-0.8	-5	6	-10	107	18	-6
23	COC(=O)[C@]1(Cc2ccccc2)N[C@H](CN(C)S(=O)(=O)c2ccc(OC)cc2)[C@@H]2C(=O)N(C)C(=O)[C@@H]21	0.5	.	1.6	-1	.	-5	.	.	.
24	CC(C(=O)Nc1ccc2c(c1)OCCO2)n1nnc(-c2ccccc2)n1 (configuration not stated)	2.2	7	1.5	3	-6	-4	110	2	-20
25	COc1ccc(NC(=O)c2cc(-c3ccccc3O)n[nH]2)cc1Cl	.	3	.	.	0	-8	103	14	-1
26	CCOC(=O)c1c(NC(=O)CSc2nncs2)sc(C)c1C	0.6	0	1.2	-4	3	7	99	-3	3
27	O=C(c1ccc(S(=O)(=O)N2CCCCCC2)cc1)N1CCCC(C(F)(F)F)C1 (configuration not stated)	0.1	.	-0.5	-1	.	-3	.	.	.
28	CCn1cc(C(=O)N(CCCN2CCOCC2)Cc2ccco2)c(=O)c2ccc(C)nc21	-0.2	10	0.2	-3	4	3	103	-8	-6
29	CCc1ccc2nc(N(CCCN(C)C)C(=O)c3ccc(S(=O)(=O)N4CCc5ccccc5C4)cc3)sc2c1	5.3	28*	8.2	-5	-2	0	176*	26	7
30	CCOc1ccc(C2/C(=C(\O)c3c(C)[nH]c(C(=O)OC)c3C)C(=O)C(=O)N2CCN(C)C)cc1 (configuration not stated)	0.2	-7	0.1	-4	9	.	87	-5	-10
31	O=C(Nc1ccc2[nH]ncc2c1)c1ccccc1	0.0	3	-0.9	-1	4	-8	101	3	-9
32	CCc1cccc(CC)c1NC(=S)NC(C)c1ccccc1 (configuration not stated)	-1.6	0	-1.6	3	-5	0	100	16	3
33	O=C(NNC(=O)C1CCN(Cc2cccc(F)c2)CC1)c1cccc(Cl)c1	1.2	2	1.5	-9	-9	-3	104	27	1
34	CCCCN(C(=O)C1CC1)C1CCS(=O)(=O)C1 (configuration not stated)	0.6	.	1.4	1	.	-2	.	.	.
35	CCOC(=O)c1c(NC(=S)Nc2ccccc2)sc2c1CCN(C)C2	0.7	3	1.2	-10	17	-1	96	13	-5
36	O=S(=O)(Cc1ccccc1Cl)N1CCCC1	0.6	10	-1.0	-9	-1	-1	101	2	-14
37	CCCCCN=CC1=C(O)CC(c2ccccc2)CC1=O (configuration not stated)	-1.0	-18	-1.2	-4	-3	-10	75	-6	3
38	Cc1ncc([N+](=O)[O-])n1CC(O)CCl (configuration not stated)	-0.1	-2	0.8	2	1	2	104	12	-8
39	CC1CCN(c2ccc3nnc(CCC(=O)N4CCN(c5ccc(F)cc5)CC4)n3n2)CC1	-1.5	-2	-2.7	-12	-6	-8	99	1	-9
40	CCOc1ccccc1/C=N/Nc1nc2c(N)ncnc2n1[C@H]1O[C@@H](CO)[C@H](O)[C@@H]1O	0.4	-3	0.2	-2	36*	2	102	17	-11
41	O=c1cc[nH]c2cc(C(F)(F)F)ccc12	1.1	-4	-0.2	-4	-3	-1	95	0	1
42	NC(=O)CC(NC(=O)c1ccccc1)C(=O)O (configuration not stated)	0.1	2	0.1	1	.	3	102	.	.
43	O=C1CC(SC(=Nc2ccccc2)Nc2ccccc2)C(=O)N1c1ccc(Cl)cc1 (configuration not stated)	0.1	9	-0.4	-11	3	0	98	28	-5
44	Cc1cc(C)cc(NS(=O)(=O)c2ccc3c(c2)c(=O)n(C)c(=O)n3C)c1	4.8	6	1.8	-5	-5	-1	105	8	-8
45	CC(=O)N/C(=N/c1nc(C)cc(C)n1)Nc1cccc(C)c1	8.1	3	-2.5	-5	-4	-7	104	-2	3
46	COc1ccccc1NC(=O)C1=C(C)NC(=O)NC1c1cccs1 (configuration not stated)	0.2	-1	0.0	0	9	-1	94	45	-9
47	COc1ccc(C2(C(=O)O)CCCC2)cc1	0.1	-1	0.2	2	-2	-3	91	19	-5
48	NS(=O)(=O)c1ccc(CCNC(=O)C2CCCCN2S(=O)(=O)c2ccccc2)cc1 (configuration not stated)	-0.5	2	0.3	-2	3	-4	102	-4	-13
49	CCn1c(C(C)NC(=O)c2cccc(C)c2)n[nH]c1=S (configuration not stated)	-0.2	-3	0.2	6	9	-3	100	1	-1
50	Cc1nc2nc[nH]n2c(=O)c1NS(=O)(=O)c1ccc([N+](=O)[O-])cc1	5.4	2	1.2	5	4	-6	100	-3	-18

A draw from above in order of number of heavy atoms, low to high:
nr	compound	V1aR counter	MEKK2 mut-MEK5	OXTR agonist	OXTR potentiate	PfM18AAP inh	GalR3 antag	MEKK2wt PB1 HTS	NALP1 inh	GPR7 antagonist
34	CCCCN(C(=O)C1CC1)C1CCS(=O)(=O)C1 (configuration not stated)	0.6	.	1.4	1	.	-2	.	.	.
26	CCOC(=O)c1c(NC(=O)CSc2nncs2)sc(C)c1C	0.6	0	1.2	-4	3	7	99	-3	3
35	CCOC(=O)c1c(NC(=S)Nc2ccccc2)sc2c1CCN(C)C2	0.7	3	1.2	-10	17	-1	96	13	-5

Continuation.
nr	compound	V1aR counter	MEKK2 mut-MEK5	OXTR agonist	OXTR potentiate	PfM18AAP inh	GalR3 antag	MEKK2wt PB1 HTS	NALP1 inh	GPR7 antagonist
51	Cc1ccc(S(=O)(=O)Oc2ccc(C(c3c(C)[nH][nH]c3=O)c3c(C)[nH][nH]c3=O)cc2)cc1	0.1	-3	-1.3	-2	5	.	90	18	13
52	c1ccc(-c2cncn2-c2ccccc2)cc1	1.9	.	-0.5	-6	.	-8	.	.	.
53	CN1C(=O)c2cccc3c(N)ccc(c23)C1=O	133*	6	85*	-26	1	-9	104	24	14
54	Cn1c(-c2ccc(F)cc2)cnc1NCc1ccccc1	0.6	-15	-0.1	-2	0	-6	86	39	9
55	c1c(C2CCCCC2)n[nH]c1CN1CCCCC1	-0.6	2	-1.3	-13	4	-2	100	16	-5
56	CCN1CCN(Cc2ccc(NC(=O)Nc3ccc(SC)cc3)cc2)CC1	0.4	7	1.9	-7	-2	-4	121	1	-3
57	COc1cc(OC)c(C(=O)O/N=C(\N)c2cccc(C)c2)cc1OC	0.1	1	-1.8	-7	1	-7	103	19	-13
58	CCOC(=O)C1C(=O)C=C(c2ccc(C)cc2)CC1c1cccc([N+](=O)[O-])c1 (configuration not stated)	3.2	10	-1.9	-10	2	1	106	34	-9
59	c1ccc(C2OCC3(CO2)COC(c2ccccc2)OC3)cc1 (configuration not stated)	1.3	-5	-0.8	-10	1	-4	97	-24	-17
60	Cc1[nH]nc2c1C(c1ccccc1F)CC(=O)N2 (configuration not stated)	1.4	-3	1.9	-3	-1	0	91	17	0
61	Cc1cccc(Nc2n[nH]c(C)c2[N+](=O)[O-])c1	1.5	3	0.0	-12	5	-12	103	20	-6
62	CC(=O)Nc1ccc(S(=O)(=O)NC2CC3CCC2C3)cc1 (configuration not stated)	2.8	2	1.7	-19	-9	-3	111	26	-9
63	CCc1nc2ccccc2n1CC(O)COc1ccc(NC(C)=O)cc1 (configuration not stated)	0.1	7	-1.2	-5	8	-4	95	-1	-7
64	O=c1c2ccccc2nc(-c2ccc(F)cc2)n1NCc1ccccc1O	-0.9	-1	-1.5	-1	-5	-2	106	5	-5
65	CCc1ccccc1NC(=O)CNC(=O)CNC(=O)C1CCCCC1	0.2	.	0.6	-4	.	-2	.	.	.
66	CCOC(=O)N1CCN(CCC(=O)Nc2cccc(Br)c2)CC1	3.0&0.4	0&4	0.0&-1.1	-2&-15	0&-2	2&-4	100&101	-14&13	0&-7

An unsorted share of the library; any-hit rate near 4.1%.
